KCNQ2 inh: KCNQ2 channel blockers in CHO-K1 cells – cell-based, FluxOR thallium flux, B-score, primary screen (AID 2156) | 20 min; active compounds read low | 310,000 tested, 1.1% active | O88943 | B-score at 10 µM;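 active = fluorescence ratio B-score at most minus 3 library SDs, with starting brightness B-score within 2 library SDs, cut at about -5.5 in these data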
OX1R FRET antag: blocks the human orexin 1 receptor | O43613 | OX1R-expressing cells, FRET antagonist read-out | 330,000 tested, 1.8% active | inhibition, % at 6.6 µM; in the data active = inhibition mostly above about 38%, no sharp cut-off; inactive = mostly below about 40%;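 note: 0% = agonist challenge alone and 100% = reference antagonist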
Target sequence (O43613 whole entry, looked up): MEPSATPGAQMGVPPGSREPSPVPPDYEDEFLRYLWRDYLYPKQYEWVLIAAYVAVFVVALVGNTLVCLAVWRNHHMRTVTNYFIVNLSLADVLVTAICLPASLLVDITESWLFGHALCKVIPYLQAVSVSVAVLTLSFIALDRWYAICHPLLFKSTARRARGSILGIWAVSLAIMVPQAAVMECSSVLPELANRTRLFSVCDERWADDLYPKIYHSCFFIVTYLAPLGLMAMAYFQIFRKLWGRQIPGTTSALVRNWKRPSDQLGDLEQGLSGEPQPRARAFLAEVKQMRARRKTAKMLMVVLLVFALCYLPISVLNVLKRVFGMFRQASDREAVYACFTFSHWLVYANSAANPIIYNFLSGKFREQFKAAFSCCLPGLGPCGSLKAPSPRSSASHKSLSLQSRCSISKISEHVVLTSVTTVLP
STK33 kinase inh: blocks human STK33 kinase activity; Q9BYT3; purified STK33, MBP phosphorylation, ADP-Glo luminescence; inhibition, % at 10 µM; 320,000 tested, 0.073% active; AID 2661;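 active = inhibition at or above 25%, using the most active replicate where run in duplicate; inactive = inhibition below 25%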
Target sequence (Q9BYT3 whole entry, looked up): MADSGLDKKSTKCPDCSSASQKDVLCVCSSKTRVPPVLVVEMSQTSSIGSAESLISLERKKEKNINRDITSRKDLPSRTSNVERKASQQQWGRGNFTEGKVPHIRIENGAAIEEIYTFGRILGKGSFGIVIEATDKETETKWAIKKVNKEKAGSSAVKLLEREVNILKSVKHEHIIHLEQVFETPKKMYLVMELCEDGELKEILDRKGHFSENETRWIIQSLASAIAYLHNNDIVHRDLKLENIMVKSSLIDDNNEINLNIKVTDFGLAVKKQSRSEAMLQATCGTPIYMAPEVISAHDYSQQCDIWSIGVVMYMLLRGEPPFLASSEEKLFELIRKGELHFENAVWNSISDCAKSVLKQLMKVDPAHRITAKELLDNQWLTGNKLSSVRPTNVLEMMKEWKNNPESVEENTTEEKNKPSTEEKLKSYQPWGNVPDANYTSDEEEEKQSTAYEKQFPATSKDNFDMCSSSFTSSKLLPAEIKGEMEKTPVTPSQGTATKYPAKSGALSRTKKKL
An asterisk follows results filed as active; i = inactive; . = no result given.

SMILES	KCNQ2 inh	OX1R FRET antag	STK33 kinase inh
COc1ccc(NC(=O)Nc2ccc3c(c2)C(=O)N([C@H](C)CO)C[C@H](C)[C@@H](CN(C)S(=O)(=O)c2cccs2)O3)cc1	.	8	0.4
Nn1c(SCc2ccc(C(=O)O)cc2)nnc1-c1ccc(Cl)cc1Cl	i	.	-0.4
C/C(O)=C(/C#N)c1nc2ccccc2[nH]1	i	10	2.1
Cc1snc(SCC(=O)c2ccc(Cl)cc2)c1C#N	i	8	-0.7
COc1ccccc1OCC(=O)NNC(=O)CSC(=S)N1CCCC1	.	1	-1.5
CC1CCN(C(=O)CSc2nc3ccccc3s2)CC1	i	15	0.7
COc1ccc(NC(=O)CN(C)C2CCCCC2)cc1Cl	i	14	-0.8
O=C(NN1C(=O)c2ccccc2NC12CCCCC2)c1ccccc1	i	9	-1.0
O=C(CSC1=NCCS1)Nc1ccc2ccccc2c1	i	13	0.7
Cc1nn(C)cc1C1Nc2ccccc2C(=O)N1O (stereo not given)	i	4	3.9
CCOc1ccccc1N	.	2	-0.3
Cc1ccc(-n2c(Cc3cccn3C)nnc2SCC(=O)N2CCN(c3ccccc3)CC2)cc1	i	3	-1.5
CC(=O)Cn1ncc(N2CCOCC2)c(Br)c1=O	i	3	-0.2
COc1ccc(/C=N/NC(=O)CC2N=C(Cc3ccccc3)NNC2=O)cc1OC (stereo not given)	i	6	0.5
O=C(O)CC(NC(=O)C1CCCCC1)c1cc([N+](=O)[O-])ccc1Cl (stereo not given)	i	1	-0.6
CN(C)c1cc2c(cc1NS(=O)(=O)c1ccccc1)n(C)c(=O)n2C	i	17	0.2
COc1ccc(CCNc2nc(C)nc3c2nnn3Cc2ccccc2)cc1OC	i	18	-2.1
Cc1c(-c2ccccc2)c(P(=O)(N2CCOCC2)N2CCOCC2)c2ccccn12	i	9	1.1
CC(C)NC(=O)c1cc2nc(-c3ccco3)cc(C(F)(F)F)n2n1	i	16	-1.4
NNC(=O)c1cc(C23CC4CC(CC(C4)C2)C3)nc2ccccc12	i	9	-1.9
CO/N=C/NC(=O)c1c(OC)ccnc1Oc1cccc(C(F)(F)F)c1	i	34	0.0
CSCCC(NC(=O)/C(=C/c1ccc(F)cc1)NC(C)=O)C(=O)O (stereo not given)	i	-2	-0.7
Cc1ccccc1C(=O)NC1CCCCCCC1	i	14	0.1
CNC[C@@H]1Oc2c(NS(C)(=O)=O)cccc2C(=O)N([C@@H](C)CO)C[C@H]1C	.	-1	-0.9
Cc1cccc(OCC(O)CN2CCN(CCN3C(=O)c4cccc5cccc(c45)C3=O)CC2)c1C (stereo not given)	i	9	-2.3

Entries of single compounds as entered above. Values in the order: KCNQ2 inh	OX1R FRET antag	STK33 kinase inh
NNC(=O)c1cc(C23CC4CC(CC(C4)C2)C3)nc2ccccc12 is entered as i	9	-1.9
Cc1cccc(OCC(O)CN2CCN(CCN3C(=O)c4cccc5cccc(c45)C3=O)CC2)c1C (stereo not given) is entered as i	9	-2.3
O=C(NN1C(=O)c2ccccc2NC12CCCCC2)c1ccccc1 is entered as i	9	-1.0
Cc1snc(SCC(=O)c2ccc(Cl)cc2)c1C#N is entered as i	8	-0.7
CO/N=C/NC(=O)c1c(OC)ccnc1Oc1cccc(C(F)(F)F)c1 is entered as i	34	0.0

New compounds follow
SMILES	KCNQ2 inh	OX1R FRET antag	STK33 kinase inh
CSc1ccc(C(=O)C2CCCN(C(=O)CN3CCOC3=O)C2)cc1 (stereo not given)	i	.	-0.2
O=C(NNC(=O)c1cccc(-n2cccc2)c1)c1ccccc1	.	3	-0.3
COc1cc(NC(=O)CSc2nncn2C)c(C)cc1[N+](=O)[O-]	i	13	-2.2
Cn1c(CNS(=O)(=O)c2ccc(F)cc2)n[nH]c1=S	i	9	-0.1
COc1ccccc1NC(=O)C(C)n1cnc2c(oc3nc4c(cc32)CCCC4)c1=O (stereo not given)	i	24	-0.5
CC(C)CC(=O)Nc1cccc(C(C)O)c1 (stereo not given)	i	12	-1.5
CCC(C)(C(=O)NC1CCCCC1)N(C)C(=O)c1ccc2c(c1)OCO2 (stereo not given)	i	23	-1.2
COc1ccc(/C=C2\Sc3ccc(C(=O)N4CCCC4)cc3N(C)C2=O)cc1OC	i	13	1.7
O=C(/C=C/c1ccc([N+](=O)[O-])cc1)OCC(=O)N1c2ccccc2Sc2ccccc21	i	15	-1.4
O=C(NC(=S)NCc1cccnc1)c1cc2ccccc2o1	i	16	-3.8
CC(=O)N1CCN(Cc2nc3cc(NC(=O)c4ccc(F)cc4)ccc3n2C)CC1	i	23	0.6
COc1ccc(OCC(=O)Nc2ccc3c(c2)nc(CN2CCCC2)n3C)cc1	i	5	.
Clc1ccc(-c2nc(/C=N/N3CCOCC3)c3ccccn23)cc1	i	33	-1.4
COc1ccc(C(CNC(=O)c2cccc(S(=O)(=O)Nc3cccc(C)c3)c2)N2CCOCC2)cc1 (stereo not given)	i	28	-0.3
COc1ccc(C(=O)N2CCC(C(=O)Nc3ccccc3C)CC2)cc1OC	i	5	0.5
COc1ccc(C(=O)Nc2cc(C(C)=O)c(C)oc2=O)cc1	i	2	-2.1
O=C1CCC(C(=O)O)(c2ccccc2)C1 (stereo not given)	i	15	-1.5
Cc1ccc(/C=N/NC(=O)c2cc3c(ccc4ccccc43)o2)cc1[N+](=O)[O-]	i	-6	0.9
Cc1ccc(/C=C/c2ccc(=O)n(Cc3ccccc3Cl)n2)cc1	i	16	-1.4
COC1=CC(=Cc2c(N)n3nc(CC(=O)N4CCCCC4)sc3nc2=O)C=C(OC)C1=O	i	-3	0.5
O=S(=O)([O-])CCC[n+]1c(SCCCS(=O)(=O)O)sc2ccc(Cl)cc21	i	-2	-5.6
Cc1cc(Br)ccc1SCC(=O)N1CCN(S(=O)(=O)c2ccccc2)CC1	i	47	-1.7
CC1CCCCC12NC(=O)N(CC(=O)OCC(=O)Nc1ccc(F)cc1[N+](=O)[O-])C2=O (stereo not given)	.	19	-1.4
Cc1ccc(C(=O)NNC(=O)c2ccc(NS(=O)(=O)c3cccs3)cc2)s1	i	11	3.0
CCc1ccc(NC(=O)C2CCN(S(=O)(=O)c3ccc4c(c3)NC(=O)CO4)CC2)cc1	i	12	.
SMILES	KCNQ2 inh	OX1R FRET antag	STK33 kinase inh
COCCCN1C(=O)c2ccc(C(=O)Nc3ccc(OC)cc3OC)cc2C1=O	i	46	1.2
N/C(=N\c1nc2ccccc2o1)NC(=O)C(Cc1ccccc1)N1C(=O)c2ccccc2C1=O (stereo not given)	i	36	-1.4
O=[N+]([O-])c1ccc(C2CCCC/C2=N/OCc2ccccc2F)c([N+](=O)[O-])c1 (stereo not given)	-10*	13	-1.9
Cc1nn(Cc2ccccc2)c(=O)c2nn(-c3ccc(Cl)cc3)c(C)c12	i	6	0.0
O=C1Nc2ccc([N+](=O)[O-])cc2OC1CCN1CCCC1 (stereo not given)	i	34	-1.4
O=C(C1CCCN(Cc2cccs2)C1)N1CCCCCC1 (stereo not given)	i	28	1.7
c1ccc(-c2ccc(-c3[nH]ncc3CN3CCC(N4CCSCC4)CC3)cc2)cc1	i	12	0.8
C[C@]12C=CC(=O)C=C1CC[C@@H]1[C@@H]2C(=O)C[C@@]2(C)[C@H]1CC[C@]2(O)C(=O)COC(=O)CCC(=O)O	i	12	-2.3
CSC1=C(C#N)C(c2ccccc2Cl)C2=C(N1)c1ccccc1C2=O (stereo not given)	i	10	0.1
CN1c2ccccc2C2(C)CCCC3=Cc4cccc([N+](=O)[O-])c4OC312 (stereo not given)	i	2	-0.3
C=CCN=C(NC#N)SCCc1ccccc1	i	10	0.1
COC(=O)c1ccc(C(=O)OC)c(NC(=O)COC(=O)C2CCC(C(C)(C)C)CC2)c1 (stereo not given)	-5.9*	10	0.7
COC(=O)c1c(NC(=O)C2c3ccccc3Oc3ccccc32)sc(C)c1C	i	12	-0.4
CC(=O)NC(CC(=O)Nc1ccc(S(=O)(=O)NC2=NCCCCC2)cc1)c1ccccc1 (stereo not given)	.	-2	-0.8
CCn1c(CNc2ccccc2Cl)nnc1SCC(=O)OC1CCCCC1	i	48	-1.9
Cc1ccccc1NC(=O)CN1C(=O)C2C3CC(C(Br)C3Br)C2C1=O (stereo not given)	i	34	0.0
Cc1cc(C)cc(NCc2ccncc2)c1	i	13	-1.2
COc1ccc(NC(=S)Nc2ccc(C)c(Cl)c2)cc1OC	i	24	0.0
O=C(Cn1cnc2c(cnn2-c2ccccc2)c1=O)OCc1ccccc1	i	34	-2.3
CCOC(=O)CSC1=C(C#N)C(c2ccccc2)C(C(C)=O)=C(C)N1 (stereo not given)	i	15	0.9
CCOc1cc(Cl)c(NC(=O)c2ccco2)cc1OCC	i	14	-1.1
O=C(Nc1ccc(F)cc1)Nc1ccccc1F	i	17	-1.5
Cc1nc(SCC(=O)Nc2ccccc2C(F)(F)F)c2c(=O)n(C)c(=O)n(C)c2n1	.	9	-2.0
CC(C)(C)C(=O)CSc1nc(N)cc(=O)[nH]1	i	4	0.8
CCOc1ccc(CCNC(=O)COC(=O)c2ccc(OC(C)C)cc2)cc1OCC	i	42	-0.1

Nothing new here: five of the compounds above.
SMILES	KCNQ2 inh	OX1R FRET antag	STK33 kinase inh
COCCCN1C(=O)c2ccc(C(=O)Nc3ccc(OC)cc3OC)cc2C1=O	i	46	1.2
N/C(=N\c1nc2ccccc2o1)NC(=O)C(Cc1ccccc1)N1C(=O)c2ccccc2C1=O (stereo not given)	i	36	-1.4
O=[N+]([O-])c1ccc(C2CCCC/C2=N/OCc2ccccc2F)c([N+](=O)[O-])c1 (stereo not given)	-10*	13	-1.9
Cc1nn(Cc2ccccc2)c(=O)c2nn(-c3ccc(Cl)cc3)c(C)c12	i	6	0.0
O=C1Nc2ccc([N+](=O)[O-])cc2OC1CCN1CCCC1 (stereo not given)	i	34	-1.4

(more compounds)
SMILES	KCNQ2 inh	OX1R FRET antag	STK33 kinase inh
COc1ccccc1CC(=O)NCCN1CCCCC1	i	8	-3.4
CC(C)(C)OC(=O)N1CCC[C@@H]1CO	.	8	-0.6
CC(=O)c1c(C)[nH]c(C(=O)OCC(=O)NCc2cccs2)c1C	.	11	-0.2
CN(C)/C=C1\C=C(c2ccccc2)OC1=O	i	3	-0.8
COc1ccc2c(c1)CCCC21NC(=O)N(CC(=O)NC(=O)NCc2ccccc2)C1=O (stereo not given)	i	7	-0.8
Cc1ccc(OCC(O)CN2CCN(c3ccccn3)CC2)c(C)c1 (stereo not given)	i	18	-1.4
CCOC(=O)c1cn2nc(N3CCCC3)ccc2n1	i	-4	-1.1
COc1cccc2cc(C(C)N(CCCN3CCOCC3)C(=O)Nc3ccccc3)oc12 (stereo not given)	i	-1	0.0
Cc1nc2ccccc2c2oc(C(=O)N3CCN(C4CCCCC4)CC3)cc12	i	15	0.9
COc1ccc(S(=O)(=O)N2CCOCC2)cc1NC(=O)CC1CCCC1	.	11	-0.3
CSc1ccccc1NC(=O)CN(C)Cc1cccc(Cl)c1	i	24	-0.7
CCCN(CCC)C(=O)c1ccc2c(=O)n(Cc3ccco3)c(=S)[nH]c2c1	i	14	-0.7
Nc1nccc(-c2ccc(-n3cccc3)cc2)n1	i	30	0.1
CCOc1ccc(OCC)c(NC(=O)C2COc3ccccc3O2)c1 (stereo not given)	i	11	-1.1
COc1ccc(CNC(=O)Cn2nnc3ccccc3c2=O)cc1	i	26	-1.6
CCOc1ccccc1NC(=O)c1ccoc1C	i	10	-1.0
CCCn1c(SCC(=O)N(C2CCCCC2)C2CCS(=O)(=O)C2)n[nH]c1=O (stereo not given)	.	7	0.6
COc1cccc(/C=C2\CCCCC2=O)c1	i	3	-0.5
COc1ccc(/C(C)=N\Nc2nc(-c3ccccc3)cc(=O)[nH]2)cc1	i	10	-1.1
O=[N+]([O-])c1ccccc1/C=N/n1c(-c2cccnc2)n[nH]c1=S	i	47	2.4
Cc1ccc(Cl)cc1N1CCN(Cc2nc3c(c(=O)[nH]c(=O)n3C)n2Cc2ccccc2F)CC1	i	7	0.2
O=C(O)c1ccccc1NC(=O)C1C2C=CC(C2)C1C(=O)O (stereo not given)	i	6	-1.3
COCCNC(=O)CNC(=S)N(Cc1ccccc1)Cc1cccnc1	i	6	0.9
COc1ccc(NC(=O)Nc2ccc3[nH]ccc3c2)cc1	i	30	-0.8
CCc1noc(C)c1C(=O)N1CCCC(C(=O)c2cc(F)ccc2OC)C1 (stereo not given)	i	16	0.9
SMILES	KCNQ2 inh	OX1R FRET antag	STK33 kinase inh
Cc1cc(N2C(=O)C(=O)/C(=C(/O)c3ccc(Cl)cc3)C2c2cccc(Br)c2)no1 (stereo not given)	i	19	-0.8
CSCCC(NC(=O)OC(C)(C)C)C(=O)NC(C(=O)NC(CC(C)C)C(N)=O)C(C)C (stereo not given)	i	18	-0.9
O=c1oc2ccccc2c(CNc2ccccc2)c1[N+](=O)[O-]	i	7	-0.8
O=C(NCCC(=O)N1CCc2ccccc21)c1ccccc1Cl	i	20	-0.1
CNc1nc(SC)nc2ccsc12	i	6	2.0
C=CCn1c(O)c(N=NC(=O)C(O)c2ccccc2)c2ccccc21 (stereo not given)	i	13	0.2
CSc1nc(SCC(=O)NCC2CCCO2)c2c3c(sc2n1)CN(C)CC3 (stereo not given)	i	26	2.4
Cc1nn(-c2ccccc2)c(C)c1/C=C/C(=O)OCC(=O)Nc1ncc(C(F)(F)F)cc1Cl	i	5	-1.6
C[C@H](CO)N1C[C@H](C)[C@@H](CN(C)S(=O)(=O)c2cccs2)Oc2ccc(NS(=O)(=O)c3cn(C)cn3)cc2C1=O	.	2	-0.3
CCN(Cc1ccc2c(c1)OCCO2)S(=O)(=O)c1ccc(NC(C)=O)cc1	.	8	0.4
O=C(c1ccccc1)c1cc2ccccc2o1	i	6	-0.4
CCN(CC)CCCN(Cc1cc2cc3c(cc2[nH]c1=O)OCO3)C(=S)NC	i	6	0.4
COc1cccc(Oc2nc(-c3ccccc3O)nc3ccccc23)c1	i	-6	0.3

Screening data as filed in PubChem BioAssay.
